Myeloid diff 2 = induction of myeloid progenitor differentiation, primary screen, cell-based, flow cytometry, MLPCN library; calls only at 10 µM; actives 1% (n = 360,000); ER-HoxA9 myeloid progenitors, lysozyme-GFP differentiation;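 active = normalized GFP-positive differentiation at or above the plate's own cutoff, the solvent-only control mean plus 3 SD; inconclusive = no clear call, values can overlap the other calls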;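 also: cells exposed to compound for four days before flow analysis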
Myeloid diff 2 GFP+ MAC1+ % = further read-out of Myeloid diff 2, marked with its call; GFP+ MAC1+ double positive, %; measured here: differentiation confirmed by MAC1 staining
The depositor's hits bear a star; i = inactive; ? = inconclusive; · = not tested or not shown; + = active, no number. This is a subset; count on the stated rates, not on these rows.

SMILES	Myeloid diff 2	Myeloid diff 2 GFP+ MAC1+ %
O=C(COC(=O)COc1ccc(Br)cc1)NC1CCCC1	i	1.1
COCC(C)n1c(SCC(=O)Nc2c(C)n(C)n(-c3ccccc3)c2=O)nc2ccccc2c1=O (stereo not given)	i	1.7
CCc1nc2c(OCc3cc(Cl)cc(Cl)c3)cccn2c1N(C)C(=O)Nc1ccccc1OC	i	0.5
CC(C)[C@H](CN1CCC[C@H]1CN1C(N)=NC[C@@H]1Cc1ccccc1)N1C[C@@H](Cc2ccccc2)N(CCc2ccc(Cl)c(Cl)c2)C1=N	i	1.6
COc1ccc(C(C(=O)NC2CCCCC2)n2c(=O)c(-c3cc4ccccc4[nH]3)nc3ccccc32)cc1 (stereo not given)	i	3.6
O=C(C[C@H]1C/C=C/CC[C@@H](Cc2ccc(F)cc2)C(=O)O[C@@H](c2ccccc2)CNC1=O)NCCO	i	0.2
CCOc1ccc(C(=O)OCC(=O)Nc2cc(S(=O)(=O)N3CCOCC3)ccc2N2CCOCC2)cc1	i	1.5
O=C(OCC(=O)N(Cc1ccccc1)Cc1ccccc1)c1cccc(O)c1	i	2.0
CCOC(=O)/C=C1/SCC(=O)N1CC(=O)Nc1cccc(F)c1	i	2.4
C#CCOCCOCCOCCNc1nc(N2CCOCC2)nc(N2CCN(C(=O)[C@H](CC(N)=O)n3cc(C(N)[C@@H](C)CC)nn3)CC2)n1 (stereo not given in full)	i	1.6
CCCCNC(=O)C1(C)CCCCN1C(=O)c1ccc(F)cc1Cl (stereo not given)	i	1.3
COc1ccc(CCC(=O)Nc2ccc(S(=O)(=O)Nc3ncccn3)cc2)cc1	i	0.2
N#Cc1ccc(-c2ccc3nccn3c2)cc1	i	0.5
CC(O)(c1cccc(F)c1)c1nc(-c2csc3ccccc23)cs1 (stereo not given)	i	1.6
O=C(Nc1ccc(C(=O)N2CCCC2)cc1)C1CCCC1	i	1.6
O=c1[nH][nH]c2c1[C@H](C1CCCC1)O[C@H](CCc1ccccc1)C2	i	0.7
COCCNC(=O)C1CCCN(C(=O)Cc2cccc3ccccc23)CC1 (stereo not given)	i	0.7
CC[C@]1(C(=O)OC)[C@H]2C(=O)N(Cc3ccccc3)C(=O)[C@H]2[C@H]2CN=C(SCc3ccc(Cl)cc3)N21	i	0.9
C[C@H]1CN([C@@H](C)CO)C(=O)CCCn2nncc2CO[C@H]1CN(C)S(=O)(=O)c1ccccc1	i	2.4
CCCCn1c(N)c(N(CC(C)C)C(=O)c2ccc(-c3ccc(Cl)cc3)o2)c(=O)[nH]c1=O	i	2.2
Cc1ccc2c(c1)[C@H]1[C@H](CO2)[C@H](c2ccccc2)[C@]2(C)C(=O)N(Cc3ccc(Cl)cc3)CC(=O)N12	i	2.5
N#Cc1ccc(CN2CCN(CC(=O)Nc3ccccc3C(=O)NC3CC3)CC2)cc1	i	0.6
CCCCCCCCCCCn1nnnc1N	i	1.2
Cc1cccc(COC[C@H](CC(C)C)N2CCN(C(=O)c3ccc(C(C)(C)C)cc3)CCC2=O)c1	i	1.3
COc1ccccc1N1CCN(Cc2cc(=O)oc3cc(C)ccc23)CC1	i	1.0
CSc1ncccc1C(=O)NNC(=O)c1csc(N2CCOCC2)n1	i	1.0
CCOC(=O)[C@]12Cc3c(cc(OC)c(OC)c3OC)[C@H]1N(Cc1ccccc1)C(=O)c1cc(F)c(F)cc12	i	1.4
FC(F)(F)C(F)(F)c1nc2nc(Cl)c(Cl)nc2[nH]1	i	0.2
Cc1ccc(-c2csc3ncn(CC(=O)NCC(c4ccco4)N4CCCC4)c(=O)c23)cc1 (stereo not given)	i	0.7
O=C(COC(=O)c1ccccc1Cl)NC1CCCCCC1	i	1.0
O=C(C1CCN(CCc2ccccc2)CC1)N1CCOCC1	i	0.5
CN1OC[C@@H]2CN(S(=O)(=O)c3cccc4ccccc34)[C@H](c3ccc(-c4ccccc4)cc3)C[C@@H]21	i	2.7
CN(CC(=O)Nc1ccc(F)cc1)C(=O)COC(=O)c1nc(Cl)ccc1Cl	i	0.9
COc1ccc(CCC(=O)Nc2ccc(OC)c(S(=O)(=O)N3CCCCC3)c2)cc1OC	i	1.5
CC(C)(CN1CCCN(CC(C)(C)C(=O)O)C1=O)C(=O)O	i	0.4
CN1C(=O)C(CC#N)(C2(CC#N)C(=O)N(C)c3ccccc32)c2ccccc21 (stereo not given)	i	1.4
C=CC[C@H](CC(=O)N(CCO)Cc1ccccc1)C(=O)N[C@@H](COC(=O)[C@@H](CC=C)CC(=O)OC(C)(C)C)Cc1c[nH]c2ccccc12	i	1.0
O=C(C=C1NCCN1)c1ccccc1	i	0.2
CN(Cc1ccccc1N1CCCC1)C(=O)c1cc2ccccc2o1	i	0.8
COc1ccc2cc1Oc1ccc(cc1)C[C@H]1c3c(cc(OC)c4c3Oc3c(ccc5c3[C@H](C2)N(C)CC5)O4)CCN1C	?	·

In a second layout: results already given
Structure,Myeloid diff 2,Myeloid diff 2 GFP+ MAC1+ %
C=CC[C@H](CC(=O)N(CCO)Cc1ccccc1)C(=O)N[C@@H](COC(=O)[C@@H](CC=C)CC(=O)OC(C)(C)C)Cc1c[nH]c2ccccc12,i,1.0
FC(F)(F)C(F)(F)c1nc2nc(Cl)c(Cl)nc2[nH]1,i,0.2

Continued.
SMILES	Myeloid diff 2	Myeloid diff 2 GFP+ MAC1+ %
COc1ccc2[nH]c3c(c2c1)CCN1C(=O)C(CC(=O)NCCC2=CCCCC2)C[C@H](C(=O)N2CCCCC2)[C@@]31CCc1ccccc1 (stereo not given in full)	i	1.0
CCN(C[C@H]1N[C@@](C)(C(=O)OC)[C@H]2C(=O)N(Cc3ccccc3)C(=O)[C@@H]12)C(=O)NC(C)C	i	1.6
NC(=O)c1ccsc1NC(=O)CSc1nncs1	i	1.9
CCOC(=O)c1c(C)nsc1NC(=O)C1(C)CCN1C(=O)CC (stereo not given)	i	1.2
COCCCNC(=O)C[C@H]1C[C@H](C(=O)N(C(C)C)C(C)C)[C@@]2(C)c3[nH]c4cc(CCC(=O)N(C)C)ccc4c3CCN2C1=O	i	1.0
O=[S@]1Oc2ccccc2-c2ccccc21	i	1.2
CSc1nc(N)nc2c1ncn2CC(=O)NCC(c1ccccc1)c1ccccc1	i	0.0
CC[C@]12c3[nH]c4cc(CCC(=O)N(C)C)ccc4c3CCN1C(=O)[C@@H](CC(=O)NCCCN(C)C)C[C@@H]2C(=O)N1CCN(C(=O)C2CC2)CC1	i	0.6
C[C@@H]1CN([C@H](C)CO)C(=O)CCCn2nncc2CO[C@@H]1CN(C)S(=O)(=O)c1cn(C)cn1	i	0.7
O=C(Cc1ccc([N+](=O)[O-])cc1)c1ccccc1	+	23*
CC1(C)CC(NCc2ccccc2)=CC(=S)N1	i	0.9
O=C1C2C3C=CC(O3)C2C(=O)N1Nc1ccccc1 (stereo not given)	i	0.8
CCOC1=C2CN(S(=O)(=O)c3ccc(C)cc3)[C@H](c3ccccc3)C[C@@H]2N(S(=O)(=O)c2ccccc2C)[C@H](c2ccccc2)C1	i	0.6
Cc1cc(C)c2c(ccc3ccccc32)n1	i	2.1
OC(c1ccccc1)c1nc(-c2cnc3ccccc3c2)cs1 (stereo not given)	i	0.6
COc1ccc(OCCN2CCC(C(=O)NC(c3ccccn3)c3ccccc3OC)CC2)cc1 (stereo not given)	i	1.1
CCCCC1(C)NC(=O)N(CC(=O)Nc2cc(S(=O)(=O)N3CCOCC3)ccc2Cl)C1=O (stereo not given)	i	0.2
O=C(COC(=O)Cn1cnc2ccccc21)Nc1ccc(OC(F)F)cc1	i	0.6
CCN(CC)S(=O)(=O)c1ccc(OC)c(NC(=O)c2cccc([N+](=O)[O-])c2C)c1	i	0.4
COC(=O)c1ccc(-c2csc(NC(=O)c3c(C)noc3C)n2)cc1	i	0.5
CCCCCCN1CCN(C2CN(Cc3cn(Cc4cc(C)cc(C)c4)nn3)S(=O)(=O)C2)CC1 (stereo not given)	i	1.1
Cn1c(SCc2c(F)cccc2Cl)nc2ccccc2c1=O	i	0.3
CCNC(=O)c1cc2c(c(-c3cccc(-c4ccccc4F)c3)n1)[C@H](CCO)N(C(=O)CC)C2	i	0.4
COc1ccc(-c2csc(C(NC(C)=O)c3ccccc3)n2)cc1 (stereo not given)	i	0.5
O=C(COc1cc(F)ccc1[N+](=O)[O-])N1N=C(c2cccs2)CC1c1ccco1 (stereo not given)	i	0.3
O=C(Cc1c(F)cccc1Cl)Nc1cc(S(=O)(=O)N2CCOCC2)ccc1N1CCCC1	i	1.1
Cc1cc(NS(=O)(=O)c2ccc(NC(=O)COc3ccc(C#N)cc3)cc2)nc(C)n1	i	0.6
O=C(CSc1ccc(Br)cc1)NCC1(N2CCCCC2)CCCCC1	i	1.7
O=S1(=O)N[C@H](Cc2ccccc2)COc2cccc(N3CCC[C@@H]3CO)c21	i	1.4
CCOC(=O)C1CCC(C(=O)OCC)N1c1ccc(C=O)cc1 (stereo not given)	i	1.8
O=C(NC1CCCC1)C(C1CC1)n1c(C2CCCC2)nc2ccccc21 (stereo not given)	i	2.0
COCCNc1nc(NCC2CCCCC2)c2sc(-c3ccccc3)cc2n1	i	2.7
O=S1(=O)CC(N2CCN(CCO)CC2)CN1Cc1cn(Cc2ccccc2C(F)(F)F)nn1 (stereo not given)	i	1.0
CCCCC[C@H](C)N1C[C@@H](COCc2ccccc2)Oc2cc(N3CCC[C@H]3CO)ccc2S1(=O)=O	i	0.9
CCc1cc(C(=O)OCC(=O)NCCc2ccccc2)sc1C	i	0.8
COc1ccc(C(=O)OCc2c(-c3ccccc3)ncc3ccccc23)cc1	i	2.3
Clc1ccccc1Nc1nc2ccccc2o1	i	0.1
O=C(NNC(=O)c1ccncc1)Nc1ccc(Br)cc1	i	0.9
CC12CCC3c4ccc(O)cc4CCC3C1CC(=NO)C2O (stereo not given)	i	0.9
CC1(Cc2ccc(C(F)(F)F)nc2)C(=O)Nc2cc(-c3ccccc3Cl)ccc21 (stereo not given)	i	1.1

An excerpt of these results, with values under each structure.
Values run as follows: Myeloid diff 2	Myeloid diff 2 GFP+ MAC1+ %
> CCNC(=O)c1cc2c(c(-c3cccc(-c4ccccc4F)c3)n1)[C@H](CCO)N(C(=O)CC)C2
→ i	0.4
> COc1ccc(-c2csc(C(NC(C)=O)c3ccccc3)n2)cc1 (stereo not given)
→ i	0.5
> O=C(COc1cc(F)ccc1[N+](=O)[O-])N1N=C(c2cccs2)CC1c1ccco1 (stereo not given)
→ i	0.3
> O=C(Cc1c(F)cccc1Cl)Nc1cc(S(=O)(=O)N2CCOCC2)ccc1N1CCCC1
→ i	1.1
> Cc1cc(NS(=O)(=O)c2ccc(NC(=O)COc3ccc(C#N)cc3)cc2)nc(C)n1
→ i	0.6
> O=C(CSc1ccc(Br)cc1)NCC1(N2CCCCC2)CCCCC1
→ i	1.7
> O=S1(=O)N[C@H](Cc2ccccc2)COc2cccc(N3CCC[C@@H]3CO)c21
→ i	1.4
> CCOC(=O)C1CCC(C(=O)OCC)N1c1ccc(C=O)cc1 (stereo not given)
→ i	1.8
> O=C(NC1CCCC1)C(C1CC1)n1c(C2CCCC2)nc2ccccc21 (stereo not given)
→ i	2.0
> COCCNc1nc(NCC2CCCCC2)c2sc(-c3ccccc3)cc2n1
→ i	2.7
> O=S1(=O)CC(N2CCN(CCO)CC2)CN1Cc1cn(Cc2ccccc2C(F)(F)F)nn1 (stereo not given)
→ i	1.0
> CCCCC[C@H](C)N1C[C@@H](COCc2ccccc2)Oc2cc(N3CCC[C@H]3CO)ccc2S1(=O)=O
→ i	0.9
> CCc1cc(C(=O)OCC(=O)NCCc2ccccc2)sc1C
→ i	0.8
> COc1ccc(C(=O)OCc2c(-c3ccccc3)ncc3ccccc23)cc1
→ i	2.3

(next part)
SMILES	Myeloid diff 2	Myeloid diff 2 GFP+ MAC1+ %
NC(CSC(c1ccccc1)(c1ccccc1)c1cccc2ccccc12)C(=O)O (stereo not given)	i	1.5
COc1cccc(NC(=S)NC2CC(C)CC(C)(C)C2)c1 (stereo not given)	i	1.0
CC(C)n1nnnc1C1c2ccccc2C(=O)N1CCCN1CCOCC1 (stereo not given)	i	0.8
Cc1cc(=O)c(C(=O)Nc2cccc(N3CCCC3=O)c2)nn1-c1ccccc1Cl	i	0.9
CSc1ccccc1NC(=O)C1(C)CCN1C(=O)Cc1ccc(Cl)cc1Cl (stereo not given)	i	0.9
CCOc1ccc(-c2noc([C@@H]3O[C@H](CO)[C@@H](O)[C@H]3O)n2)cc1	i	0.4
CCCS(=O)(=O)NC(=O)C1(C)CCCN(C(=O)COCc2ccccc2)C1 (stereo not given)	i	0.1
Cc1cc(C)c2nc(SCC(=O)Nc3ccccc3N3CCOCC3)c(C#N)cc2c1	+	1.9*
O=C(OCc1ccccc1)N1CCC2CC1c1ccc(/C=C/CCCCl)cc12 (stereo not given)	i	0.3
COCCn1c(SCC(=O)Nc2ccc3c(c2)OCCO3)nnc1-c1ccncc1	i	1.6
O=C(COc1ccc(Br)cc1)NCC1COc2ccccc2O1 (stereo not given)	i	0.5
C[C@@H]1CN([C@H](C)CO)C(=O)c2c(c3ccccc3n2C)-c2ccccc2CO[C@@H]1CN(C)C(=O)Nc1ccccc1C(F)(F)F	i	0.9
COc1ccc(NC(=O)Cc2ccccc2F)cc1S(=O)(=O)N1CCCCC1	i	1.4
CCN(C[C@H]1N[C@@](CC)(C(=O)OC)[C@H]2C(=O)N(Cc3ccccc3)C(=O)[C@@H]12)C(=O)Nc1ccc(C)cc1	+	11*
O=C(CSc1nnc(Nc2ccccc2)s1)NCC1CCCO1 (stereo not given)	i	0.0
Cc1noc(C)c1C(=O)Nc1ccc(-c2nnc3n2CCCCC3)cc1	i	0.7
CC(NC(=O)Cc1ccc(S(=O)(=O)N2CCOCC2)s1)c1ccc(Br)cc1 (stereo not given)	i	1.1
O=C1CC(c2ccccc2)CC(=O)N1c1ccc(C(F)(F)F)cc1	i	1.9
Cc1ccc(-c2nc3ccc(C)cn3c2Cc2ccsc2)cc1	i	1.1
COc1ccc(-c2nc3c4ccccc4ccn3c2Cc2ccsc2)cc1OC	i	0.5
CCNc1nnc(SCC(=O)N2c3ccccc3NC(=O)CC2C)s1 (stereo not given)	i	0.1
